Screening results: PubChem, several laboratories
TRAIL sens C8: caspase-8 TRAIL sensitization. NB7+C8 cells + TRAIL, ATPlite viability luminescence. inhibition (viability loss, TRAIL sensitization), % at 10 µM. hit rate 1% among 360,000;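 active means compounds causing at least 50% loss of cell viability in the single-dose screen, relative to plate controls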
TROY NFkB inh: blocks TROY-dependent signaling in reporter cells; Q293 LMP1-TROYcd NF-kB luciferase reporter, 4 h; inhibition, % at 10 µM; hit rate 0.98% among 360,000; AID 1347056;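 active means compounds whose plate-normalised and pattern-corrected inhibition of the luciferase reporter signal at the single screening dose is 50% or more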
NCOA2 inhibitor: inhibits human steroid receptor coactivator 2; HEK293 GAL4-SRC2 luciferase reporter, luminescence; AID 651957; inhibition, % at 9 µM; hit rate 0.17% among 370,000;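 active means inhibition above the mean inhibition of all tested compounds plus 3 SD, set per campaign, cut at about 52% in these data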;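 further: 0% = DMSO treated cells and 100% = cells given Gossypol at 36 µM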
NCOA1 inh: inhibitors of human steroid receptor coactivator 1 (SRC1); hit rate 0.12% among 360,000; AID 588354; HEK293 GAL4-SRC1 luciferase reporter, luminescence; inhibition, % at 3.6 µM;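 active means inhibition above the campaign mean plus 3 SD, with each screening campaign given its own cutoff, cut at about 60% in these data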;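 further: 0% = DMSO treated cells and 100% = gossypol at 36 µM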
Vif inh: HIV Vif inhibition; HEK293T cells, Vif self-association by quenched fluorescence, imaging, 24 h; inhibition, % at 7.49 µM; hit rate 0.35% among 340,000; AID 602346; in the data active means inhibition above about 50%, passing the limit was not always enough; further: some results filed as inactive read as strong as hits
EBV LMP1 NFkB: Epstein-Barr LMP1 NF-kappaB reporter inhibition. hit rate 0.69% among 350,000. inhibition, % at 12.5 µM. LMP1-induced NF-kappaB luciferase reporter cells, luminescence. AID 504558; in the data active means inhibition above about 41%;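 further: 0% = neutral control wells and 100% = reference inhibitor control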
TLR9-MyD88 inh: inhibitors of human TLR9-MyD88 binding | Q9NR96+Q99836 | CHO BLA complementation TLR9-MyD88, CCF4 FRET ratio | inhibition, % at 4.98 µM | hit rate 0.21% among 340,000 | AID 504734;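 active means inhibition above the mean over all tested compounds plus 3 SD, cut at about 21% in these data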;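 further: 0% = DMSO only wells and 100% = clavulanate BLA inhibitor control wells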
SRC3 inh: human NCOA3 inhibition; Q9Y6Q9; HEK293 GAL4-SRC3 luciferase reporter, luminescence; inhibition, % at 3.6 µM; hit rate 0.17% among 360,000; AID 588352;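 active means inhibition above a per-campaign cutoff, the mean of all compounds plus 3 SD, cut at about 60% in these data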;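 further: 0% = DMSO-treated cells and 100% = gossypol-treated cells at 36 µM; higher means less SRC3-driven luciferase light from the GAL4 reporter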
NOD2 RIPK2 PPI: blocks binding of human NOD2 to RIPK2. O43353. CHO BLA complementation NOD2-RIPK2, CCF4 ratio. inhibition, % at 4.98 µM. hit rate 0.38% among 360,000; in the data active means inhibition above about 21%;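 further: 0% = vehicle only and 100% = reference blocker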
NR2F2 inh: inhibitors of human COUP-TFII (NR2F2); inhibition, % at 8.6 µM; P24468; hit rate 0.7% among 370,000; HEK293T NGFI-A luciferase reporter, luminescence; AID 686940;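 active means inhibition above a per-plate cutoff, mean inhibition of test wells between control levels plus 3 SD, cut at about 38% in these data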;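 further: cells cotransfected with COUP-TFII expression vector driving the NGFI-A reporter; 0% = median of COUP-TF2 test wells and 100% = reporter-only cells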
Target sequence (P24468 whole entry, looked up): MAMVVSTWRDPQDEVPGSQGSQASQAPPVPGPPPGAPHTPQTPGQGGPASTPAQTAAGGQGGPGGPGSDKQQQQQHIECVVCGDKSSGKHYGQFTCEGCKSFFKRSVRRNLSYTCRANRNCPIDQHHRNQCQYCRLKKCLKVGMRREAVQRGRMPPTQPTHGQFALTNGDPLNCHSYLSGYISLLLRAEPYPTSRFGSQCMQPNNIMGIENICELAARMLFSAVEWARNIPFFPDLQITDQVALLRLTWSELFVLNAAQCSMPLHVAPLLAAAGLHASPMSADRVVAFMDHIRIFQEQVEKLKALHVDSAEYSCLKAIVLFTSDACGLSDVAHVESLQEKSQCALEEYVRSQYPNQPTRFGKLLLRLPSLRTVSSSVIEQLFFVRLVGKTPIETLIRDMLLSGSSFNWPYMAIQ
LRH-1 inv ag: suppresses constitutive activity of human LRH-1; hit rate 0.13% among 360,000; inhibition, % at 3.6 µM; O00482; HEK293T StAR-luciferase reporter, LRH-1 transfected, 24 h;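 active means inhibition above the mean inhibition of all tested compounds plus 3 SD, cut at about 73% in these data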;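 further: 0% = DMSO wells and 100% = reporter-only cells lacking LRH-1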
Target sequence (O00482 whole entry, looked up): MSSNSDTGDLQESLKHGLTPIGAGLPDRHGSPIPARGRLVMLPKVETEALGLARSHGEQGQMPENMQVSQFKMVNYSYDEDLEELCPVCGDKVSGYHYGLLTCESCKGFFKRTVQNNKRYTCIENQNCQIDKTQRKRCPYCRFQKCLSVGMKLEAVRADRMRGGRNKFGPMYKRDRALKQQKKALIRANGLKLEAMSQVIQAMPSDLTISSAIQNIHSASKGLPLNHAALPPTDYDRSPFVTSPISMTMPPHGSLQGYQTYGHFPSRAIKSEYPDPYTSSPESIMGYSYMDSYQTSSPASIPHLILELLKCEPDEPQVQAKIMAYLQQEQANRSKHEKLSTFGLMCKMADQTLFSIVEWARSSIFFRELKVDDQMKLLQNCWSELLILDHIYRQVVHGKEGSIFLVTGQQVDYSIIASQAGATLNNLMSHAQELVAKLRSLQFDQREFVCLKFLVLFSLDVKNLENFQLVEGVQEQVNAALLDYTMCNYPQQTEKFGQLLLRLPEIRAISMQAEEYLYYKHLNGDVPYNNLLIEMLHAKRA
* marks the source's active call; other numbers are inactive results; . = no result given.

Fields: TRAIL sens C8 | TROY NFkB inh | NCOA2 inhibitor | NCOA1 inh | Vif inh | EBV LMP1 NFkB | TLR9-MyD88 inh | SRC3 inh | NOD2 RIPK2 PPI | NR2F2 inh | LRH-1 inv ag
1: O=C(CCn1c(=S)[nH]c2ccccc2c1=O)Nc1cccc(Cl)c1
    -5 | -64 | -14 | 8 | -7 | 7 | 5 | 3 | -7 | -6 | 2
2: CCOC(=O)C1CCN(C(=O)Cn2nc(C)c3c(C)n(-c4ccccc4)nc3c2=O)CC1
    -21 | -18 | -4 | 5 | 3 | -1 | -18 | -6 | -13 | 0 | -22
3: Cc1cc(C)c2c(c1)-c1cc(C)nn1C(c1ccc3c(c1)OCO3)N2 (centres undefined)
    -17 | 11 | -1 | 0 | 28 | 5 | -2 | 3 | 2 | -40 | 9
4: O=C(NC(=S)Nc1cccc(Cl)c1Cl)C1CC1
    -20 | -33 | -18 | -1 | 2 | -15 | -7 | 0 | 4 | -9 | 2
5: CC(CC(=O)O)CC1=NS(=O)(=O)c2ccccc2N1 (centres undefined)
    13 | 16 | -39 | 0 | -1 | 4 | 0 | 7 | 0 | -4 | -12
6: O=C1Nc2ccc(Cl)cc2C12Nc1ccccc1-c1nnc(SCc3ccccc3F)nc1O2 (centres undefined)
    -3 | -46 | -30 | -5 | -4 | -9 | -12 | 6 | 2 | 14 | -12
7: C[C@@H]1C[C@@H]2O[C@H]2/C=C\C=C\C(=O)Cc2c(Cl)c(O)cc(O)c2C(=O)O1
    -4 | 14 | 7 | 54 | -4 | 80* | 2 | 56 | 4 | 62* | 70
8: Cc1ccc(-c2nnc(N3CCN(C(=O)c4ccco4)CC3)c3ccccc23)cc1
    1 | 8 | -16 | -3 | -5 | 8 | 10 | 9 | 0 | 20 | -16
9: O=[N+]([O-])c1ccc(N=Nc2ccc(O)c3ccccc23)cc1
    63* | 33 | . | -24 | -19 | -4 | -13 | -9 | -1 | . | 15
10: CCc1cc2ccc(OC)cc2nc1SCC(=O)NNC(=O)c1ccco1
    -2 | -5 | 19 | -24 | -1 | 4 | 1 | 4 | 3 | 3 | -17
11: Cc1[nH]c2ccccc2c1/C=N/NC(=O)c1cccc(F)c1
    -3 | -19 | -46 | -42 | -2 | -4 | -6 | -17 | -5 | -41 | -83
12: O=C(Nc1cccc(Cl)c1)N1CCN(Cc2ccccc2)CC1
    8 | -55 | -52 | -47 | 17 | -20 | 5 | -38 | 1 | -17 | -55
13: COc1ccc(-n2c(=S)[nH]c3cc(C(=O)NCc4ccccc4OC)ccc3c2=O)c(OC)c1
    -1 | -5 | 0 | 11 | -3 | 4 | 7 | 10 | -4 | -6 | -8
14: NC(=O)NC(CC(=O)OCC(=O)NC(=O)NCc1ccco1)c1ccc(Cl)cc1 (centres undefined)
    -7 | 19 | -9 | 4 | -3 | 2 | 10 | -33 | -5 | -20 | -16
15: CC(C)CN1CCN(Cc2ccc3ncccc3c2)CC1CCO (centres undefined)
    6 | 12 | 11 | -23 | 0 | 5 | 6 | 16 | -7 | -16 | -6
16: Cc1ccn(C(=O)c2cc3cc(Cl)ccc3oc2=O)n1
    -2 | -11 | 9 | -22 | 10 | -7 | 10 | -12 | -3 | 5 | 18
17: CCn1cc(C(=O)N2CCN(C(=O)c3ccco3)CC2)c2cc(OC)c(OC)cc2c1=O
    2 | 22 | -3 | 9 | 3 | -6 | -5 | 5 | 1 | -15 | -11
18: CC(=O)Nc1ccc(NC(=O)c2cc(-n3cnnc3)ccc2Cl)cc1
    3 | 12 | -11 | 6 | -2 | 0 | 0 | 16 | 4 | -2 | 9
19: Cc1nc2ccc(-c3nc4ccccc4o3)cc2[nH]1
    18 | -57 | -86 | -101 | -6 | -6 | 5 | -83 | -3 | -47 | -173
20: O=C(Cn1cc(C(F)(F)F)cc(Cl)c1=O)NCc1ccc(Cl)cc1
    13 | -27 | -12 | 1 | 2 | -13 | -8 | 6 | -2 | -14 | 4
21: CCSc1nnc(Cn2c(=O)sc3ccccc32)n1C
    2 | 10 | -34 | 0 | 2 | -14 | -7 | 5 | -12 | -27 | -12
22: Cc1ccc2[nH]c(=O)c(CN(CCc3ccccc3)C(c3nnnn3Cc3ccco3)C(C)C)cc2c1 (centres undefined)
    4 | -11 | 6 | 0 | -1 | 3 | -8 | 15 | 0 | 0 | 12
23: CCOC(=O)C(=O)Nc1ccc(Oc2ccccc2)cc1
    5 | 0 | -30 | -3 | 5 | 6 | -10 | -8 | 0 | -4 | 1
24: Cc1cc([N+](=O)[O-])nn1CC(=O)Nc1sc2c(c1C(N)=O)CCCC2
    -5 | 12 | -33 | 2 | -2 | -3 | -16 | -5 | -8 | 3 | 13
25: CC(C)Cc1ccc(CN2CCCC(NC(=O)CCN3CCCO3)C2)cc1 (centres undefined)
    13 | 15 | -5 | 4 | 1 | 0 | -8 | -11 | 0 | 2 | 1
26: CCC(CC)C(=O)N(C)c1c(C)nc2c(OCc3ccccc3C)cccn12
    -9 | -2 | 24 | -17 | -2 | . | . | -5 | -7 | 12 | 6
27: Cc1ccc(Sc2cc(C(=O)NCCCN(C)C)c3ccccc3n2)cc1
    9 | 20 | -15 | 0 | -10 | 12 | -4 | -3 | 3 | -20 | 8
28: O=C(Nc1nc2cc3c(cc2s1)OCCO3)c1cccs1
    63* | 61* | 24 | -48 | 0 | 32 | 1 | -54 | -2 | 42* | -108
29: O=C(c1ccc(Cl)cc1)N1CCc2ccccc21
    -13 | -29 | -8 | -13 | -3 | -7 | 5 | -21 | 1 | -12 | -10
30: N#Cc1ccsc1NC(=O)CSc1ncnc2ccccc12
    11 | 56* | 4 | 6 | 3 | 7 | -2 | 0 | 0 | 10 | -2
31: Cn1ccc2c(-c3ccc(C(N)=O)cc3)cc3c(c21)C1CCC3C1 (centres undefined)
    23 | 17 | 2 | 9 | . | . | . | -8 | 3 | -3 | -22
32: CCN1C(=O)[C@@H]2[C@@H]3CN(S(=O)(=O)c4ccc(C)cc4)[C@@H](c4ccccc4Cl)[C@@H]3C(=O)C[C@@H]2C1=O
    -6 | 26 | 19 | 2 | . | . | . | -10 | -8 | 7 | 3
33: Cc1ccc(C(=O)COC(=O)c2ccc(-c3cnc4ccccc4n3)cc2)cc1C
    18 | -5 | -15 | -5 | -8 | -2 | -9 | -15 | 5 | 3 | -26
34: CCCOc1ccc2ccccc2c1/C=N/n1c(C)nnc1-n1nc(C)cc1C
    30 | -15 | 9 | -6 | 5 | 15 | -5 | 7 | 8 | -8 | -8
35: CCN1C(=O)[C@@H]2[C@@H](c3ccc(-c4ccccc4)cc3)N3CCCC[C@@]3(C(=O)OC)[C@@H]2C1=O
    10 | -7 | 8 | 14 | 2 | -2 | -5 | 4 | -4 | 4 | -5
36: Cc1ccc(CCCNC(=O)C2CCC(=O)N(Cc3cccc(F)c3)C2)cc1 (centres undefined)
    -1 | -5 | -17 | -3 | 0 | -2 | 0 | -7 | -1 | -15 | -8
37: COc1cc2nc(NC(=O)c3ccco3)sc(=O)c2cc1OC
    22 | -5 | 30 | -4 | -9 | 42* | -4 | 8 | -1 | -4 | -9
38: CN1/C(=C\C(=O)CN2C(=O)NC3(CCCCCC3)C2=O)C(C)(C)c2ccccc21
    7 | 8 | 6 | -13 | -21 | -1 | -8 | 7 | -2 | -12 | 16
39: CCCCNC(=S)N1CCC(Cc2ccccc2)CC1
    1 | -19 | -34 | 8 | -7 | 0 | -6 | 6 | 0 | 18 | -12
40: COc1ccccc1OCC(=O)Nc1ccc(S(=O)(=O)Nc2nccs2)cc1
    0 | 9 | -25 | -36 | -1 | 1 | 1 | 5 | 3 | 13 | -9
41: O=C1CCN(Cc2ccccc2)C=C1c1ccc(Br)cc1
    8 | -12 | -5 | -3 | -15 | -2 | 8 | -2 | 9 | -5 | -30
42: O=C(CSc1nc(NS(=O)(=O)c2ccccc2)cc(=O)[nH]1)Nc1ccc(Cl)cc1
    -11 | -17 | -3 | -5 | 2 | -9 | -11 | 15 | -1 | 10 | 3
43: O=C(Nc1ccccc1N1CCOCC1)c1cccc2ccccc12
    -20 | -11 | -15 | 5 | 17 | 3 | 7 | 4 | -14 | 10 | 3
44: CN(C(=O)COC(=O)c1ccc(S(=O)(=O)N2CCCCCC2)cc1)c1ccccc1
    -5 | -11 | 3 | 6 | 7 | -12 | -1 | 3 | 10 | -12 | -15
45: Clc1ccc(OCc2nc(-c3ccncc3)no2)c(Cl)c1
    -9 | -44 | -46 | -110 | -1 | -20 | 0 | -89 | 1 | -39 | -103
46: CC(C)(C)C(=O)NC(=S)Nc1ccccc1N1CCCC1
    5 | 5 | -22 | 2 | 3 | -34 | -5 | 10 | -11 | -4 | 3
47: Cc1ccc2cc3c(N)[nH]nc3nc2c1
    5 | -16 | -35 | 4 | -3 | 3 | -7 | 6 | 2 | -17 | -36
48: CC(C)Cc1nc2sc3c(SCC(N)=O)ncnc3c2c2c1CCC2
    -7 | -9 | -12 | 9 | 1 | -6 | 0 | 7 | -7 | 1 | 1
49: CCOc1cc(/C=C2\C(=N)N3N=CSC3=NC2=O)ccc1OS(=O)(=O)c1ccccc1
    -13 | -14 | -13 | -17 | -10 | 1 | -1 | 12 | -13 | 14 | 11
50: O=C(COC(=O)CC1CC2CCC1C2)NCc1ccc(Cl)cc1 (centres undefined)
    -18 | 2 | 8 | 16 | 45 | -5 | -10 | 0 | -3 | -3 | 5
51: CCc1ccc(N2CN(Cc3cccnc3)CNC2=S)cc1
    -4 | -5 | 16 | -12 | 1 | -14 | 4 | 2 | -17 | -2 | 15
52: Cc1cccc(Cn2ccc(-c3ccc(Cl)cc3)c(C#N)c2=O)c1
    -13 | 16 | -10 | -4 | 9 | 1 | 7 | 13 | 12 | -15 | 1
53: COCCNC(=O)C(c1ccco1)N(C(=O)Cn1nnc2ccccc21)c1ccccc1C (centres undefined)
    -1 | 11 | 11 | -1 | 6 | 6 | 2 | 2 | 0 | -13 | -4
54: COc1cc(/C=N/NC(=O)CC2(C)OCCO2)cc(Br)c1O
    4 | 0 | 4 | -2 | . | 6 | -2 | 15 | -4 | -3 | -6
55: CCOC(=O)C(C(=O)OCC)C(=O)c1cccc2ccc3ccccc3c12
    -4 | -12 | 9 | 6 | 0 | -3 | -4 | 10 | -10 | 7 | 19
56: COc1ccc(CNS(=O)(=O)c2ccc3c(c2)C(C)(C)C(=O)N3C)cc1
    5 | -1 | -1 | 2 | 8 | -2 | 9 | 17 | -3 | 7 | -11
57: O=C(COC(=O)CCc1ccc(S(=O)(=O)N2CCOCC2)cc1)Nc1ccc(Cl)cn1
    -4 | 17 | -4 | -14 | 3 | -2 | 7 | 7 | 6 | -11 | 6
58: O=C(CN1CCN(S(=O)(=O)c2ccccc2)CC1)Nc1ccc2c(c1)CCC2
    1 | -8 | 23 | 7 | -3 | -11 | 0 | 21 | 17 | 3 | 12
59: Cc1c(C(=O)N2CCN(c3ccccn3)CC2)sc2ncnc(N3CCOCC3)c12
    23 | 17 | 2 | -4 | . | -3 | 8 | 6 | -5 | -22 | 23

An excerpt, so the mix of outcomes need not match the whole.
